# OXTR potentiator = human OXTR potentiation; activation, % at 3 µM; actives 0.061% (n = 320,000); CHO-OTR cells, Fluo-8 calcium fluorescence, potentiator mode; 0% = oxytocin EC15, 100% = EC100;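 active = activation above that plate's cutoff, the mean activation of tested compounds plus 3 SD, cut at about 6.6% in these data, passing the limit was not always enough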;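 note: 100% uses oxytocin at 75 nM as the full agonist control; some results filed as inactive read as strong as hits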
# Target sequence (P30559 whole entry, looked up): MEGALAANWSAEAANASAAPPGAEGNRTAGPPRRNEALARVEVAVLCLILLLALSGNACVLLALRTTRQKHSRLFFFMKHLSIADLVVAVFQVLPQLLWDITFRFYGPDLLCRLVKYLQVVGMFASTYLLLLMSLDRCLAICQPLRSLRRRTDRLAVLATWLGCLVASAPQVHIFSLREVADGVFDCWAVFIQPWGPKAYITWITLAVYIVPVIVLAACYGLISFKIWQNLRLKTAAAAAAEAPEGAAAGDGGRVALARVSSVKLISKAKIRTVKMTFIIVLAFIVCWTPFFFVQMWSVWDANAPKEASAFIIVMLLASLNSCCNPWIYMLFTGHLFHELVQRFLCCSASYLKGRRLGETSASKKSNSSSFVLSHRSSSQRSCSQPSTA
#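 Assay system: CHO cell line stably expressing human OTR | Also added: Oxytocin at about EC15, sub-maximal agonist stimulus | Times: Compound 6 min at room temperature before oxytocin, 100 s read | Measured by: Fluo-8 intracellular calcium fluorescence, ex 470-495, em 515-575 nm | Controls: EC15 oxytocin alone as 0%, 75 nM oxytocin as 100%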
# TAAR1 agonist = human TAAR1 agonism. Q96RJ0. activation, % at 3 µM. CHO RD-HGA16 TAAR1, Fluo-8 calcium fluorescence; vehicle wells 0%, saturating PEA agonist 100%. AID 624467. actives 0.99% (n = 360,000);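 active = activation above the mean activation of all test compounds in the run plus 3 SD, cut at about 38% in these data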
# Target sequence (Q96RJ0 whole entry, looked up): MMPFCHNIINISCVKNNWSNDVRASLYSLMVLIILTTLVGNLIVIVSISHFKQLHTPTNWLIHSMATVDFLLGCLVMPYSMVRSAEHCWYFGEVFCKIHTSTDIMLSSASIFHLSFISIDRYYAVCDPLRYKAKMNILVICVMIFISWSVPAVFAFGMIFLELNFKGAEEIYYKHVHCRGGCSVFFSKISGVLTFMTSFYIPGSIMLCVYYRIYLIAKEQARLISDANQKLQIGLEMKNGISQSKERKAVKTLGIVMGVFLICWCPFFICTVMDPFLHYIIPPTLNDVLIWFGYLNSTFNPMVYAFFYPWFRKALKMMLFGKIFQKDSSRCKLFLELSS
#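 Signal – calcium-sensitive Fluo-8 signal, excitation 470-495, emission 515-575 nm · System – RD-HGA16 (CHO) cells co-expressing Gα16 and hTAAR1 · Incubation – 17-24 h seeding, 75 min 37 °C dye, 30 min RT · Compound dosing – 3 µM single concentration · Repeats – no replicates (n 1)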
# CHO-K1 Ca ag = counter-screen for M1 agonists: effect in parental CHO-K1 cells | Fluo-8 calcium fluorescence; scaled to maximal ATP response, vehicle zero | activation, % at 3 µM | actives 0.48% (n = 360,000) | AID 602248; in the data active = activation above about 15%;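 note: untransfected CHO-K1 host cells lacking M1 receptor as counterscreen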
# CHO-K1 Ca PAM = counter-screen for M1 PAMs: effect in parental CHO-K1 cells. ATP EC20, Fluo-8 calcium fluorescence; 0% at ATP EC20, 100% at ATP max. activation, % at 3 µM. actives 0.02% (n = 360,000);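 active = activation above the run cutoff, the mean activation of all test compounds plus 3 SD, cut at about 40% in these data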;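 note: peak over basal fluorescence ratio in a 140 s read after ATP addition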
# V1R ag counter = V1a receptor agonism, counter-screen for OXTR agonists | CHO-V1R cells, Fluo-8 calcium fluorescence, agonist mode; 0% DMSO, 100% 3 nM vasopressin | activation, % at 3 µM | actives 0.25% (n = 320,000) | AID 2797;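 active = activation above the mean activation of all tested compounds plus 3 SD, per screening run, cut at about 20% in these data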;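 note: signal is peak over basal fluorescence ratio across a 100 second FLIPR read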
# CHO-K1 Ca antag = counter-screen for M1 antagonists: effect in parental CHO-K1 cells | ATP-induced calcium, Fluo-8 fluorescence | inhibition, % at 3 µM | actives 0.6% (n = 360,000) | AID 602250;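 active = inhibition above a per-plate cutoff, the plate's mean sample inhibition plus 3 SD, cut at about 24% in these data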;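 note: 0% = DMSO plus EC80 ATP and 100% = DMSO alone without ATP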
# CHO parental Ca = counter-screen for OX1R antagonists: effect in parental CHO cells; parental CHO-K1, ATP-induced calcium, Fluo-8 fluorescence; inhibition, % at 5.6 µM; actives 0.63% (n = 330,000);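 active = inhibition above that plate's mean sample inhibition plus 3 SD, cut at about 26% in these data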;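 note: 0% = ATP-challenged DMSO wells and 100% = DMSO wells without ATP; some compounds past the cut are filed as inactive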
#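 Test system: untransfected parental CHO cell line. Compound: one dose, 5.6 µM nominal. Detection: intracellular calcium via Fluo-8 no-wash fluorescent dye. Measure: % inhibition. Benchmarks: ATP-challenged DMSO wells low, unchallenged DMSO wells high.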
# TAAR1 antag = human TAAR1 antagonism. Q96RJ0. CHO RD-HGA16 TAAR1, Fluo-8 calcium fluorescence, antagonist. inhibition, % at 3 µM. actives 1.5% (n = 360,000);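 active = inhibition above a per-plate cutoff, the mean inhibition of test compounds on that plate plus 3 SD, cut at about 49% in these data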;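 note: 0% = DMSO plus EC80 beta-PEA response and 100% = DMSO alone without agonist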
#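 Test system: CHO RD-HGA16 cells bearing hTAAR1 | Reagent: β-PEA, EC80 | Compound dosing: 3 µM, single point | Schedule: Dye loading 75 min at 37 °C, then 30 min room temperature | Signal: Calcium fluorescence with Fluo-8 | Evaluation: Percent inhibition of PEA-evoked calcium signal, max/basal emission ratio | Control set: DMSO-only wells and EC80 β-PEA-stimulated wells | Repeats: Singlicate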
# CHRM1 agonist = human M1 muscarinic receptor agonism; P11229; CHO-K1 hM1, Fluo-8 calcium fluorescence, agonist mode; 0% DMSO, 100% acetylcholine EC100; activation, % at 3 µM; actives 0.33% (n = 360,000);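 active = activation above the run's mean compound activation plus 3 SD, cut at about 16% in these data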;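 note: peak over basal fluorescence ratio within a 140 s kinetic read after compound addition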
# * hit, by the source's call; x = no result given.
SMILES,OXTR potentiator,TAAR1 agonist,CHO-K1 Ca ag,CHO-K1 Ca PAM,V1R ag counter,CHO-K1 Ca antag,CHO parental Ca,TAAR1 antag,CHRM1 agonist
O=C1CCCc2nc3c(cc21)C(O)Oc1c-3ccc2ccccc12 (configuration not stated),-11,2,0.3,1,1.3,16,10,-11,0
COc1ccc(CNCCCSc2ncccn2)c(OC)c1,-3,1,-0.1,-9,1.0,-1,-20,2,-8
CCOC(=O)c1c(NC(=O)c2c(C)noc2C)sc2c1CCCCC2,-5,x,0.0,-6,0.4,2,-14,x,1
Cc1nc2ccc(NC(=O)Cc3c(F)cccc3Cl)cc2s1,-1,3,0.8,-5,0.1,-1,-13,-30,-3
O=C(COC(=O)c1ccccc1)NC1CCCC1,-7,3,1.2,12,12,-10,-5,-4,-4
COc1ccc(CCN(CC(=O)NC(C)(C)C)C(=O)Cn2nnc(-c3ccc(C)o3)n2)cc1OC,1,12,1.1,13,-0.7,-9,-18,-21,-6
COc1ccc2cc(C#N)c(N3CCN(Cc4nnnn4CCC(C)C)CC3)nc2c1,-17,4,0.2,12,1.5,-12,-20,9,-2
Cc1ccccc1C(=O)N1CCc2cc(-c3nc(NC(=O)Cc4ccc5c(c4)OCO5)sc3C)ccc21,-7,x,1.8,12,0.3,8,-5,x,-2
COc1ccc([N+](=O)[O-])cc1N(CC(=O)N(C)C)S(C)(=O)=O,-7,0,2.0,9,0.7,3,9,10,-6
CC1CCCCN1C(=O)C(Cc1ccccc1)N1C(=O)C2CCCCC2C1=O (configuration not stated),-4,2,4.4,6,0.9,7,-31,-23,-5
Cc1nn(C(=O)N(C)C)c(C)c1CN1C(=O)c2ccccc2C1=O,x,2,-0.3,-10,x,0,x,-14,-4
Cn1ncc(C#N)c1NC(=O)C1CC(c2ccc(Cl)cc2)=NO1 (configuration not stated),-4,1,1.6,20,1.4,-16,-9,-3,1
Cc1ccccc1OCC(=O)Nc1cccc(S(=O)(=O)NC2=NCCCCC2)c1,-5,1,5.0,11,3.5,-10,-31,-2,1
O=[N+]([O-])c1ccccc1N(CC1CO1)S(=O)(=O)c1ccccc1 (configuration not stated),3,1,0.3,-5,1.3,2,-10,-5,-5
COc1cc(=O)[nH]c(SC(C)C(=O)Nc2cccc3ccccc23)n1 (configuration not stated),-5,-1,1.2,9,4.9,-1,-3,-8,1
O=C(Cn1cc(C(F)(F)F)cc(Cl)c1=O)NCc1ccc(F)cc1,3,1,1.2,11,0.0,-10,-10,-6,-5
CC(C)COC(=O)N(C)C[C@@H]1OCc2cnnn2CCCC(=O)N([C@@H](C)CO)C[C@H]1C,x,1,1.7,26,x,-16,x,9,-5
CCOC(=O)Nc1ccc2c(c1)N(C(=O)CN1CCN(C)CC1)c1ccccc1CC2,-15,2,0.0,9,-0.4,-1,1,7,-8
CC1CCC(NC(=O)CN2C(=O)C3CC=CCC3C2=O)CC1 (configuration not stated),2,-3,-0.6,-11,1.1,-5,-6,0,-2
CCC(=O)Nc1ccc2nn(-c3ccc(F)cc3)nc2c1,-10,2,2.5,14,0.0,-3,-3,-16,-1
COc1cccc(-c2nnc(SCN3C(=O)c4ccccc4C3=O)n2C)c1,2,5,1.5,7,0.8,1,-12,0,-3
O=C(NC1CCCc2ccccc21)c1cn2ccccc2n1 (configuration not stated),-3,10,0.9,25,-1.1,-14,-18,8,-2
O=C(c1[nH]nc2c1CCc1ccccc1-2)N1CCN(Cc2ccc3c(c2)OCO3)CC1,-15,x,6.7,2,8.9,-15,-15,x,0
O=C(CN1CCN(c2ccccc2)CC1)Nc1ccccc1C(=O)NCCc1ccccc1,x,76*,4.1,6,x,-4,x,88*,-2
COC(=O)c1cccc(NC(=O)Cc2coc3cc(OC)ccc23)c1,-3,2,5.1,15,0.9,-10,-17,16,-3

# Continued:
SMILES,OXTR potentiator,TAAR1 agonist,CHO-K1 Ca ag,CHO-K1 Ca PAM,V1R ag counter,CHO-K1 Ca antag,CHO parental Ca,TAAR1 antag,CHRM1 agonist
CCOc1cc(C2C3=C(CCCC3=O)NC3=C2C(=O)CCC3)cc(Cl)c1O,2,1,0.0,3,1.4,-3,5,8,-1
C=CCn1c(=O)/c(=C2/SC(C)=C(C)N2CC)s/c1=C1/C(=O)N(CC)C(=S)N1c1ccccc1,-3,6,0.3,3,-0.1,4,-4,1,-2
Oc1ccc2ccccc2c1C=Nc1ccc(N2CCOCC2)cc1,-13,21,x,x,15,x,-5,25,x
O=C(O)CCN1C(=O)c2ccc(NC(=O)COc3ccccc3)cc2C1=O,0,0,-0.2,-17,1.8,15,-1,-8,-1
N#CC1=C(N)Oc2nc(-c3ccccc3)[nH]c2C1c1cccnc1 (configuration not stated),-13,8,-0.1,-7,-1.1,32*,-9,1,-4
COC(=O)[C@H](Cc1ccccc1)NC(=O)/C=C/[C@H]1O[C@@H](n2ccc(=O)[nH]c2=O)[C@H](O)[C@@H]1O,x,1,0.2,4,x,-15,x,-5,-1
C/C(=N\NC(=O)COc1ccccc1)c1cccs1,-1,2,0.6,22,0.7,-16,-5,-3,-5
COC(=O)c1cc(C(=O)Nc2nc3ccccc3[nH]2)cc([N+](=O)[O-])c1,-2,10,1.4,-11,0.0,-6,-12,6,-3
Cn1c(=O)c2c(nc(Cl)n2CC(=O)N2CCCCC2)n(C)c1=O,-2,0,-0.2,-2,1.0,-2,-5,-5,-1
O=C(CN1CCN(S(=O)(=O)c2ccc(Cl)cc2)CC1)NCc1cccs1,-5,0,0.5,0,-1.4,11,-9,-19,-1
Cc1ccc(NC(=O)c2noc(C(C)C)c2[N+](=O)[O-])cc1,-6,3,-0.2,-12,-0.6,11,-3,9,-10
CSCCC(NC(=O)c1ccco1)C(=O)N1CCN(C(c2ccccc2)c2ccccc2)CC1 (configuration not stated),x,-1,-0.5,13,x,-2,x,-5,-6
COc1ccc(-c2cccc(N3CCN(c4ccccn4)CC3)n2)cc1OC,x,5,2.3,-16,x,22,x,43,-3
COc1ccc(CN(C)C[C@@H]2OCc3cnnn3CCCC(=O)N([C@H](C)CO)C[C@H]2C)cc1,x,2,0.1,10,x,4,x,-6,-9
COc1ccccc1C(=O)NCCC(=O)NCC1COc2ccccc2O1 (configuration not stated),0,15,0.0,-3,1.1,5,-13,-12,-2
O=C(CNC(=O)c1cccs1)OCC(=O)c1cccs1,-6,2,0.9,12,0.2,-3,29,4,-4
CCOc1ccc(NC(=S)N2CCC(C(N)=O)CC2)cc1,-3,1,-0.3,0,0.8,2,9,-3,-5
Nc1ccccc1C(=O)NNc1ncc(C(F)(F)F)cc1Cl,-3,13,0.4,20,-0.2,-5,-21,-6,-5
CS(=O)(=O)c1ccc(-n2c(=O)n(Cc3ccccc3)c(=O)c3[nH]cnc32)cc1,-9,1,0.0,-2,-0.2,2,-1,11,-5
CCCCCCN1C[C@@H](n2cc(-c3ccc(F)cc3)nn2)[C@H](O)C[C@@H]1c1ccc(Cl)cc1,x,0,0.6,12,x,-5,x,-2,-5
OC(CNCc1ccc(-c2ccccc2)cc1)c1ccccc1 (configuration not stated),-9,26,4.7,-1,14,0,7,1,4
CCOC(=O)c1ccc(N2C(=O)CC(N3CCCC(C)C3)C2=O)cc1 (configuration not stated),3,26,1.4,9,0.7,-28,-14,-5,-3
O=C(CNC(=O)c1cccs1)N/N=C/c1c(F)cccc1Cl,-5,1,1.2,16,0.4,-18,-1,6,0
Cc1cccc(C(=O)Nc2sc3c(c2C#N)CCCCC3)c1,-18,7,0.3,6,-0.2,-5,-14,-2,-1
O=C1COc2ccc(C(=O)COC(=O)CNS(=O)(=O)c3cccc(F)c3)cc2N1,-3,3,0.8,2,0.3,-6,-4,12,-3
COc1ccc(CN(C)C(=O)c2cc(S(=O)(=O)NCc3ccccc3)ccc2C)c(OC)c1,-12,6,5.4,-19,4.7,1,1,40,-1

# Structures shown so far with an aryl methoxy group, in the order listed:
SMILES,OXTR potentiator,TAAR1 agonist,CHO-K1 Ca ag,CHO-K1 Ca PAM,V1R ag counter,CHO-K1 Ca antag,CHO parental Ca,TAAR1 antag,CHRM1 agonist
COc1ccc(CNCCCSc2ncccn2)c(OC)c1,-3,1,-0.1,-9,1.0,-1,-20,2,-8
COc1ccc(CCN(CC(=O)NC(C)(C)C)C(=O)Cn2nnc(-c3ccc(C)o3)n2)cc1OC,1,12,1.1,13,-0.7,-9,-18,-21,-6
COc1ccc2cc(C#N)c(N3CCN(Cc4nnnn4CCC(C)C)CC3)nc2c1,-17,4,0.2,12,1.5,-12,-20,9,-2
COc1ccc([N+](=O)[O-])cc1N(CC(=O)N(C)C)S(C)(=O)=O,-7,0,2.0,9,0.7,3,9,10,-6
COc1cc(=O)[nH]c(SC(C)C(=O)Nc2cccc3ccccc23)n1 (configuration not stated),-5,-1,1.2,9,4.9,-1,-3,-8,1
COc1cccc(-c2nnc(SCN3C(=O)c4ccccc4C3=O)n2C)c1,2,5,1.5,7,0.8,1,-12,0,-3
COC(=O)c1cccc(NC(=O)Cc2coc3cc(OC)ccc23)c1,-3,2,5.1,15,0.9,-10,-17,16,-3
COc1ccc(-c2cccc(N3CCN(c4ccccn4)CC3)n2)cc1OC,x,5,2.3,-16,x,22,x,43,-3
COc1ccc(CN(C)C[C@@H]2OCc3cnnn3CCCC(=O)N([C@H](C)CO)C[C@H]2C)cc1,x,2,0.1,10,x,4,x,-6,-9
COc1ccccc1C(=O)NCCC(=O)NCC1COc2ccccc2O1 (configuration not stated),0,15,0.0,-3,1.1,5,-13,-12,-2
COc1ccc(CN(C)C(=O)c2cc(S(=O)(=O)NCc3ccccc3)ccc2C)c(OC)c1,-12,6,5.4,-19,4.7,1,1,40,-1
